# G9a block: inhibitors of human histone lysine methyltransferase G9a. 350,000 compounds, 8.8% hits. Q96KQ7. G9a H3K9 monomethylation, AlphaScreen, 2 h. AID 504332. Potency, µM (top dose mostly 102 µM), for inactives: top-dose activity, negative = inhibition, actives largely listed as inhibitors; note: % is set by controls: 0 for no effect and ±100 for the full control effect; nearly all actives have a fitted effect of over 75% in size
# Target sequence (Q96KQ7 913-1193 limits assumed): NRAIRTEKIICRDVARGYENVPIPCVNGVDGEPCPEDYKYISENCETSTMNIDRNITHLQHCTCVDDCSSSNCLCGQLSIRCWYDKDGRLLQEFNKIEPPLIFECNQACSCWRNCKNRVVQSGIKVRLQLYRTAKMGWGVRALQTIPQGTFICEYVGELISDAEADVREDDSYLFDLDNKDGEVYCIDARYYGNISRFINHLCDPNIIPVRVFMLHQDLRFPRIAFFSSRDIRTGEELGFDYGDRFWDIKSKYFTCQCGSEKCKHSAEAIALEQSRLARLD
#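 Methyltransferase reactions run at room temperature for 2 h (20 nM enzyme, 500 nM biotin-H3K9 peptide, 20 uM SAM) after a 15 min compound preincubation; product detected by AlphaScreen beads and anti-H3K9me1 antibody.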
# JMJD2A Tudor inh: JMJD2A Tudor domain (human) inhibition; O75164; AlphaScreen JMJD2A-Tudor / H3K4me3 peptide binding; Potency, µM (top dose mostly 114 µM), without a hit: at the top dose activity change, negative = inhibition, most hits filed as inhibitors; 390,000 compounds, 4.4% hits; AID 504339; note: % is set by controls: 0 for no effect and ±100 for the full control effect; nearly all actives have a fitted effect of over 50% in size
# Pol kappa inh: DNA polymerase kappa (human) inhibition; Q9UBT6; purified Pol kappa, fluorescent DNA synthesis assay, 10 min; Potency, µM (series often up to 107 µM), for the others: at the highest dose activity, negative = inhibition, usual class: inhibitors; 400,000 compounds, 0.53% hits; note: % is set by controls: 0 for no effect and ±100 for the full control effect
#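 Enzyme at 10 nM met test compounds for 15 min at room temperature. Substrate addition (50 nM final) began the reaction, which was monitored by fluorescence at 0 and 10 min.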
# BLM helicase inh: blocks DNA unwinding by human BLM helicase; P54132; recombinant BLM DNA unwinding, fluorescence dequenching; Potency, µM (doses to about 56.1 µM), inactives show at the top dose activity change, negative = inhibition, most hits filed as inhibitors; 350,000 compounds, 0.2% hits; AID 2528;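 note: plate controls were vehicle for no effect and no enzyme for full effect; nearly all actives have a fitted effect of over 35% in size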
# Pol beta inh: blocks human DNA polymerase beta activity; 340,000 compounds, 1.3% hits; Pol beta primer extension/strand displacement, fluorescence kinetic; P06746; Potency, µM (top dose mostly 114 µM), inactives show top-dose activity change, negative = inhibition, most hits filed as inhibitors; note: % is set by controls: 0 for no effect and ±100 for the full control effect
#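 Kinetic readout of DNA synthesis with strand displacement by Pol beta. Compound and 10 nM enzyme sit 15 min at room temperature; 50 nM substrate starts the reaction, read immediately and at 10 min.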
# BAZ2B inh: blocks human BAZ2B. Q9UIF8. AlphaScreen BAZ2B-H3K14Ac peptide displacement. Potency, µM (highest dose often 114 µM), inactives show at the top dose activity change, negative = inhibition, usual class: inhibitors. 360,000 compounds, 4.4% hits; note: % is set by controls: 0 for no effect and ±100 for the full control effect; nearly all actives have a fitted effect of over 60% in size
#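 Inhibition is scored as reduced AlphaScreen emission. The BAZ2B/b-H3(5-23)K14Ac complex (50 nM each) in PBS pH 7.4, 0.01% Tween-20 meets compound (up to 110 uM) for 30 min at RT before bead addition.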
# POLH inh: blocks human DNA polymerase eta activity | Q9Y253 | recombinant Pol eta, fluorescent DNA replication assay | Potency, µM (highest dose often 114 µM), for inactives: top-dose activity change, negative = inhibition, actives largely listed as inhibitors | 390,000 compounds, 1.2% hits | AID 588591; note: % is set by controls: 0 for no effect and ±100 for the full control effect
#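 Pol eta at 10 nM preincubated with compounds 15 min at room temperature; reaction started with fluorescent substrate (50 nM final) and read kinetically at 0 and 10 min.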
# Pol iota inh: blocks human DNA polymerase iota activity | Potency, µM (highest dose often 115 µM), inactives show at the top dose activity, negative = inhibition, actives largely listed as inhibitors | 390,000 compounds, 1% hits | Q9UNA4 | AID 588590 | Pol iota fluorescent replication assay, 10 min
# Target sequence (Q9UNA4 whole entry, looked up): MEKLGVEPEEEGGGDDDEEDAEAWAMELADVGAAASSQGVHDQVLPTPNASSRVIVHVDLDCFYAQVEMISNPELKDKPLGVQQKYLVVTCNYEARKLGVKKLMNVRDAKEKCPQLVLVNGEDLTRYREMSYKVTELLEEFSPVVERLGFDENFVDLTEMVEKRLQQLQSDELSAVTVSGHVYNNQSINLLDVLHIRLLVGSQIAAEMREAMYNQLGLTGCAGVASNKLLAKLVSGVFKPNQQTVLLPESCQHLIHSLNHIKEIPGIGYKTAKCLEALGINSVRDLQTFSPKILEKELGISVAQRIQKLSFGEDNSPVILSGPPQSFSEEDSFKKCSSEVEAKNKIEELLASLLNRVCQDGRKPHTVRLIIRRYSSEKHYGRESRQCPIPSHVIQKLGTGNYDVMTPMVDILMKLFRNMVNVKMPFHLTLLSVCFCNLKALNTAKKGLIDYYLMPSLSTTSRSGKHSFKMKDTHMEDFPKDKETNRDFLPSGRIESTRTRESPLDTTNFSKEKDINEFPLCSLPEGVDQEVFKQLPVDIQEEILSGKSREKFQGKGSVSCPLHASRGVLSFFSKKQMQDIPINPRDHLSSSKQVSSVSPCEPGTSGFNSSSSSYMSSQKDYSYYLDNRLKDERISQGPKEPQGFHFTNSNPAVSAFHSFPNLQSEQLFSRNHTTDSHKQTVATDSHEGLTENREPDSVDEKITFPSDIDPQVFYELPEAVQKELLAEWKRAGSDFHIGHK
#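 Fluorescent replication assay read twice, at 0 min and 10 min after adding 50 nM (final) substrate. Enzyme (10 nM) and compounds were first incubated 15 min at room temperature; enzyme-free buffer wells were negative controls.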
# APEX1 inh: inhibitors of human APE1 endonuclease | P27695 | recombinant APE1, TAMRA/BHQ-2 abasic DNA cleavage fluorescence | Potency, µM (highest dose often 65.8 µM), without a hit: top-dose activity change, negative = inhibition, actives largely listed as inhibitors | 350,000 compounds, 0.35% hits;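 note: plate controls were vehicle for no effect and reference inhibitor for full effect; nearly all actives have a fitted effect of over 55% in size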
#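 Activity was derived from the fluorescence gain between first and third kinetic reads (60 s intervals, ex 525/em 598 nm) after 50 nM THF-abasic TAMRA/BHQ-2 duplex was added to 0.75 nM APE1 preincubated 15 min with compound.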
# The depositor's hits bear a star; u = inconclusive; x = not tested or not shown; [ ] = another dose, or the depositor's remark. Calls come from the whole dose curve; as a rule, active = well fitted curve in the direction sought with a large enough effect; inconclusive = small, poorly fitted or top-dose-only effect, or another doubt; inactive = no such curve, though single readings can be large; an effect the other way counts as inactive or inconclusive. Potency is the fitted concentration of half-maximal effect.
mol,G9a block,JMJD2A Tudor inh,Pol kappa inh,BLM helicase inh,Pol beta inh,BAZ2B inh,POLH inh,Pol iota inh,APEX1 inh
Cc1cc(=O)oc2cc(OCC(=O)OCC(=O)N(C)C3CCS(=O)(=O)C3)ccc12 (stereo not given),x,-8%,-10%,4%,16%,5%,-8%,38%[activator],-2%
COc1ccc(C(CC(=O)N2CCCCC2)C(C)C)cc1 (stereo not given),-2%,-2%,2%,0%,88%,4%,-16%,58%[activator],2%
COc1ccc(NC(=O)N2CCC(n3nnc4cc(C)ccc43)CC2)cc1,-11%[59 µM],-6%[57.1 µM],-12%,1%,-26%,6%,1%,10%,-2%
O=C(O)CC1(CC(=O)NCc2csc(-c3cccs3)n2)CCCCC1,14%,-8%,-19%,-1%,3%,-10%,-6%,13%,7%
CC(C)c1ccc(Nc2cnn(C34CC5CC(CC(CC(=O)O)(C5)C3)C4)c(=O)c2Cl)cc1,9%,-13%,-8%[60.1 µM],0%,-1%,8%,5%,11%,2%
Cc1ccc(C(=O)Nc2cc(C)c(OCC(=O)N3CCOCC3)c(C)c2)cc1,-3%[12.7 µM],-1%,-13%,-3%,13%,9%,9%,12%,13%
CCc1cccc2c(C(=S)N3CCCC3)c[nH]c12,-2%[12.7 µM],-30%,-4%,-7%,1%,-16%,-10%,7%,-9%
Cc1nnsc1S(=O)c1ccc(Cl)cc1 (stereo not given),22%,-9%,-15%,-1%,12%,-4%,-3%,-26%,10%

# Going on with the list:
mol,G9a block,JMJD2A Tudor inh,Pol kappa inh,BLM helicase inh,Pol beta inh,BAZ2B inh,POLH inh,Pol iota inh,APEX1 inh
CCCCN(Cc1ccccc1)S(=O)(=O)c1cc(Br)cc2c1N(C(=O)C1CC1)CC2,-4%[59 µM],-15%,-16%,-7%,-16%,2%,-7%,-7%,x
CCCCc1ccc(NC(=O)CN2NS(=O)(=O)c3ccccc3C2=O)cc1,-25%[12.7 µM],-20%,-3%,-6%,-8%,-1%,-8%,-11%,2%
COc1ccc(OC)c(Nc2ncnc3c2cnn3-c2cccc(C)c2)c1,-7%[59 µM],-28%,-10%,-12%,2%,3%,-9%,-3%,-7%
CCCN(CC(=O)Nc1ccccc1C)C(=O)/C=C/c1ccc(S(=O)(=O)N2CCCCCC2)cc1,-13%[12.7 µM],-15%,-15%,x,x,0%,-10%,-11%,4%
CC1=C(C(=O)OCCOc2ccccc2)C(c2coc3ccccc3c2=O)C2=C(CCCC2=O)N1 (stereo not given),-20%,3%,7%,4%,-16%,7%,-4%,15%,8%
CN(c1ccccc1)S(=O)(=O)c1ccc(NC(=O)C2CCCCC2C(=O)O)cc1 (stereo not given),24%,-9%,-7%,0%,21%,7%,-7%,-14%,0%
COc1ccc(-c2nc3c4ccccc4[nH]c(=O)n3n2)cc1,4%[59 µM],-24%,5%,-7%,u,-6%,u,u,-4%
COc1ccccc1N1CCN(C(=O)Cn2nc(C(F)(F)F)c3c2CCC3)CC1,-40%[59 µM],-8%,-19%,-4%,-2%,-7%,-5%,1%,0%

# Eleven of the compounds above, with values under each structure.
# Second line of a record – G9a block	JMJD2A Tudor inh	Pol kappa inh	BLM helicase inh	Pol beta inh	BAZ2B inh	POLH inh	Pol iota inh	APEX1 inh
O=C(O)CC1(CC(=O)NCc2csc(-c3cccs3)n2)CCCCC1
→ 14%	-8%	-19%	-1%	3%	-10%	-6%	13%	7%
CC(C)c1ccc(Nc2cnn(C34CC5CC(CC(CC(=O)O)(C5)C3)C4)c(=O)c2Cl)cc1
→ 9%	-13%	-8%[60.1 µM]	0%	-1%	8%	5%	11%	2%
Cc1ccc(C(=O)Nc2cc(C)c(OCC(=O)N3CCOCC3)c(C)c2)cc1
→ -3%[12.7 µM]	-1%	-13%	-3%	13%	9%	9%	12%	13%
CCc1cccc2c(C(=S)N3CCCC3)c[nH]c12
→ -2%[12.7 µM]	-30%	-4%	-7%	1%	-16%	-10%	7%	-9%
Cc1nnsc1S(=O)c1ccc(Cl)cc1 (stereo not given)
→ 22%	-9%	-15%	-1%	12%	-4%	-3%	-26%	10%
CCCCN(Cc1ccccc1)S(=O)(=O)c1cc(Br)cc2c1N(C(=O)C1CC1)CC2
→ -4%[59 µM]	-15%	-16%	-7%	-16%	2%	-7%	-7%	x
CCCCc1ccc(NC(=O)CN2NS(=O)(=O)c3ccccc3C2=O)cc1
→ -25%[12.7 µM]	-20%	-3%	-6%	-8%	-1%	-8%	-11%	2%
COc1ccc(OC)c(Nc2ncnc3c2cnn3-c2cccc(C)c2)c1
→ -7%[59 µM]	-28%	-10%	-12%	2%	3%	-9%	-3%	-7%
CCCN(CC(=O)Nc1ccccc1C)C(=O)/C=C/c1ccc(S(=O)(=O)N2CCCCCC2)cc1
→ -13%[12.7 µM]	-15%	-15%	x	x	0%	-10%	-11%	4%
CC1=C(C(=O)OCCOc2ccccc2)C(c2coc3ccccc3c2=O)C2=C(CCCC2=O)N1 (stereo not given)
→ -20%	3%	7%	4%	-16%	7%	-4%	15%	8%
CN(c1ccccc1)S(=O)(=O)c1ccc(NC(=O)C2CCCCC2C(=O)O)cc1 (stereo not given)
→ 24%	-9%	-7%	0%	21%	7%	-7%	-14%	0%

# (continued)
mol,G9a block,JMJD2A Tudor inh,Pol kappa inh,BLM helicase inh,Pol beta inh,BAZ2B inh,POLH inh,Pol iota inh,APEX1 inh
CC(=O)N(Cc1cccs1)C1CCOC(C)(C)C1 (stereo not given),3%[59 µM],-6%,-4%,5%,25%,-3%,-17%,19%,5%
COc1ccc(Nc2ncnc3onc(-c4ccc(Cl)cc4)c23)cc1Cl,44%[59 µM],4%,-4%,-7%,6%,10%,-18%,13%,x
CN1C(=O)/C(=C/c2cccc([N+](=O)[O-])c2)C(=O)N1c1ccccc1,14µM*,u,-14%,-9%,-25%,-34%,-12%,u,10%
COc1cccc(C(=O)/C=C/Nc2ccc(S(=O)(=O)Nc3cc(OC)nc(OC)n3)cc2)c1,79µM*,-20%,5%,3%,-10%,u,-9%,-2%,-14%
COc1ccc(N2CCN(C(CNC(=O)C(=O)NC3CCCC3)c3ccco3)CC2)cc1 (stereo not given),7.1µM*,-6%,-2%,x,x,-21%,-14%,17%,61%[activator]
Cn1c(=O)c(CCc2ccccc2)nc2cnc(Nc3ccccc3)nc21,10%[0.501 µM],x,2%[60.1 µM],-2%,x,x,x,x,2%
Cc1noc(C)c1COc1ccc(C(=O)N2CCCC(C(N)=O)C2)cc1 (stereo not given),44%,-9%,-2%,-4%,-1%,-7%,-9%,-17%,14%
COc1ccc(-c2cc(C(=O)NCCCN3CCCC3=O)c3ccccc3n2)cc1OC,15%[2.33 µM],-12%,-3%,x,x,-2%,-8%,-10%,8%

# Next part.
mol,G9a block,JMJD2A Tudor inh,Pol kappa inh,BLM helicase inh,Pol beta inh,BAZ2B inh,POLH inh,Pol iota inh,APEX1 inh
CC(Nc1ccccc1)c1cccnc1 (stereo not given),x,5%,5%,2%,-2%,-8%,-16%,0%,3%
CCOc1ccc(S(=O)(=O)/N=C(/Nc2ccc(C(C)=O)cc2)c2ccccc2)cc1,x,-28%,3%,x,x,x,-19%,-8%,6%
CCCCn1c(N)c(N(CC)C(=O)c2ccc(N3CCCC3=O)cc2)c(=O)[nH]c1=O,50µM*,-3%,9%,x,x,0%,-18%,-12%,38%[activator]
O=C(Nc1ccc(Cl)cc1)Nc1ccccc1C(=O)O,26%,-5%,-18%,2%,-17%,-28%,-1%,38%[activator],-3%
Cn1c(NC(=O)c2ccc3c(c2)OCO3)cc(=O)n(C)c1=O,11%[59 µM],-2%,-1%,-13%,5%,-1%,-3%,-13%,0%
Cc1ccc2nc(Cl)c3cc(C(=O)NCCCN4CCCC4)sc3c2c1,50µM*,-32%,4%,65%[activator],-4%,-3%,-3%,-13%,-8%
COC(=O)c1ccccc1NC(=O)c1cc(C)nc2c1c(C)nn2-c1ccc(C)cc1,3%[59 µM],4%,12%,3%,29%,12%[57.1 µM],-16%,17%,x
Cc1ccccc1CNC(=O)c1oc2c(c1C)-c1[nH]ncc1CC2,-27%[59 µM],-13%,-13%,-1%,6%,-13%,-16%,11%,x

# Remaining list, next part.
mol,G9a block,JMJD2A Tudor inh,Pol kappa inh,BLM helicase inh,Pol beta inh,BAZ2B inh,POLH inh,Pol iota inh,APEX1 inh
CC1C(=O)N2CCCc3cc(S(=O)(=O)NCc4ccccc4Cl)cc1c32 (stereo not given),16%,-17%,-5%,0%,10%,-3%,-15%,10%,-5%
COc1ccc(N(C(=O)C(C)C)S(=O)(=O)c2ccc3c(c2)n(C)c(=O)n3C)cc1,6%[12.7 µM],-1%,-4%,-3%,35%,u,-14%,19%,-2%
CC(Oc1ccccc1)C(=O)Nc1nc2c(s1)C(=O)CC(C)(C)C2 (stereo not given),11%[59 µM],-1%,-10%,-2%,1%,-34%,-2%,6%,15%
CCCCNS(=O)(=O)c1ccc2nc(SCC(=O)Nc3sccc3C#N)[nH]c2c1,71µM*,-18%,-17%,u,6%,9%,u,u,u
COc1ccc(S(=O)(=O)N2CCN(C)CC2c2ccccc2)cc1OC (stereo not given),u,-1%,1%,x,x,1%,-19%,25%,21%
O=C(CN(c1ccccc1F)S(=O)(=O)c1ccccc1)NC1CCCCCC1,1%,-5%,-4%,-2%,-13%,9%,-13%,-4%,-5%
CN(C)c1ccc(/C=N/n2ncc3ccccc32)cc1,77%[activator],37%[activator],-1%,-3%,17%,40%[activator],-3%,23%,-1%
O=C1c2ccccc2-c2cccc(C(=O)N3CCCCC3)c21,14%[59 µM],-6%,-15%,-2%,-13%,-6%,0%,-5%,-3%
COc1cc(C2C(C(=O)c3ccco3)=C(O)C(=O)N2CC2CCCO2)ccc1O (stereo not given),50µM*,u,-2%,-2%,0%,u,-23%,24%,16%
COc1cccc(NC(=O)CN(C)C(=O)C2CCN(C(=O)c3ccccc3C)CC2)c1,-2%,-11%,1%,x,x,10%,-7%,45%[activator],1%
COc1ccccc1CNS(=O)(=O)c1c(C)[nH]c(C)c1C(=O)N1CCCCC1,6%[59 µM],-15%,-1%,-1%,-2%,-9%,4%,1%,16%

# Assay outcomes from PubChem.

# A portion of the library; rates above refer to the full screens.
